High-throughput results (PubChem BioAssay)
GALK inhibitor – inhibitors of human galactokinase; P51570; Purified GALK, Kinase-Glo residual ATP luminescence; Potency, µM (series often up to 57.5 µM), inactives show at the highest dose activity change, negative = inhibition, hits mostly inhibitors; actives 0.007% (n = 270,000); AID 1868; further: potency means the concentration at half of the fitted maximal effect; on the % scale 0 is the no-effect control and ±100 the full control effect
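Luminescence from leftover ATP (Ultra-Glo luciferase/luciferin) served as read-out after a 1 h room-temperature reaction of 5 nM GALK with 35 uM ATP and 100 uM galactose.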
TRPV1 ag – human TRPV1 agonism; TRPV1-expressing cells, Fluo-8 calcium influx, agonist mode; Q8NER1; activation, % at 8.33 µM; actives 0.19% (n = 320,000); in the data active means activation above about 80%; inconclusive means between about 30% and that limit; further: 0% is about no effect
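Fluo-8 calcium influx in TRPV1-expressing cells, kinetic read (ex 480/em 520 nm). Compound added and read 3 min for agonist activity, followed by capsaicin at EC20 final and 2 min further read for enhancement.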
Giardia kill – kills Giardia lamblia; Giardia lamblia trophozoite viability; activity change, % at 7.66 µM, hits read low; actives 0.15% (n = 340,000); AID 540267; in the data active means activity change below about -80%; inconclusive means between about -30% and that limit;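 further: parasites exposed to compound for two days anaerobically before the ATP read; on the % scale 0 is the no-effect control and ±100 the full control effect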
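Giardia lamblia trophozoites (100 cells/well) were incubated with compounds for 48 h at 37 deg C under anaerobic conditions. Viability was read as ATP content by one-step luminescence after 15-30 min at room temperature.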
CXXC DNA block – blocks binding of human MLL CXXC domain to DNA; MLL-CXXC / FITC-HOXA9 DNA fluorescence polarization; Potency, µM (titrated, usually from 115 µM), for the others: at the top dose activity change, negative = inhibition, usual class: inhibitors; actives 0.037% (n = 290,000); Q03164; active means well fitted inhibition curve with a large enough effect in the polarisation, with a control signal flat, not every such curve was filed as active; inconclusive means small, poorly fitted or top-dose-only effect, or effect the other way, or a change in a side signal; inactive means no such curve, though single readings can be large or run the other way; the % refers to the polarisation; further: potency means the concentration at half of the fitted maximal effect
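Purified MLL-CXXC (added from a 7 uM solution) was preincubated 5 min at ambient with pinned compounds in 50 mM Tris-HCl pH 7.5, 50 mM NaCl, 1 mM DTT, 0.05% BSA. Fluorescein-labeled HOX-A9 DNA (50 nM solution) followed, 30 min, then polarization read.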
hERG WT inh – KCNH2 (human, wildtype) channel inhibition; Q12809; U2OS, BacMam KCNH2, thallium flux FluxOr; hits give low values; activity change, % at 1.84 µM; actives 0.37% (n = 340,000);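 active means maximum activity change below -70%; inconclusive means maximum activity change between -70% and -50%; inactive means maximum activity change above -50%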; further: on the % scale 0 is the no-effect control and ±100 the full control effect
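U2OS cells were transduced with wild-type KCNH2 virus (2.03 x 10^8 / mL) for 4 h at room temperature, then cultured overnight at 37 C. Thallium flux was read with FluxOr dye. Rate constants were normalized to DMSO controls.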
USP2a inh – blocks human ubiquitin-specific protease USP2a. USP2 core, Ub-CHOP2 coupled fluorogenic reporter, 485/531. Potency, µM (series often up to 38.3 µM), for the others: top-dose activity change, negative = inhibition, actives largely listed as inhibitors. actives 0.01% (n = 330,000). AID 463254;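 further: potency means the concentration at half of the fitted maximal effect; plate controls were DMSO wells for no effect and full inhibition by NEM control for full effect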
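Deubiquitinase activity read as fluorescence (485/531 nm) after Ub-CHOP2 cleavage activates the enterokinase reporter on its substrate; USP2 core 10nM, Ub-CHOP2 and substrate 25nM each, 30min compound preincubation then 60min RT; data normalized to NEM, curves fitted.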
PKM2 act – activators of human pyruvate kinase M2; P14618; purified PKM2, Kinase-Glo ATP luminescence, activation; response scale: 0% is enzyme alone, no compound; Potency, µM (doses to about 57.5 µM), for inactives: top-dose activation, hits mostly activators; actives 0.34% (n = 260,000); AID 1631; further: potency means the concentration at half of the fitted maximal effect; on the % scale 0 is the no-effect control and ±100 the full control effect; nearly all actives have a fitted effect of over 55% in size
Target sequence (P14618 whole entry, looked up): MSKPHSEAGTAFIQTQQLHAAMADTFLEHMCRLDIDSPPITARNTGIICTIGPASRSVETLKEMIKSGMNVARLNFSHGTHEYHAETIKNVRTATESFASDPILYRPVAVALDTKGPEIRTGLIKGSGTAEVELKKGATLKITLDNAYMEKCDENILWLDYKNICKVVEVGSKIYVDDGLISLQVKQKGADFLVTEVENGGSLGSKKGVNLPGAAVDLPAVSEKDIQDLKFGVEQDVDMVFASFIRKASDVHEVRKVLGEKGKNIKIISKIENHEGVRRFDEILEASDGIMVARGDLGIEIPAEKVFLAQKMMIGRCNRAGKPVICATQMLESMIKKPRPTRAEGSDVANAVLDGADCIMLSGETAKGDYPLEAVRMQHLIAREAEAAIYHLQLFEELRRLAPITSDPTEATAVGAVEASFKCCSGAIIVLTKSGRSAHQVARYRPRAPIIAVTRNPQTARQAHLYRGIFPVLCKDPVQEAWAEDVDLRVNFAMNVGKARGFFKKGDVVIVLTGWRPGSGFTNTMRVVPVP
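Purified hPK-M2 (>95%) run at intermediate activity with 0.1 mM ADP and 0.5 mM PEP in 50 mM imidazole pH 7.2, KCl, MgCl2; 1 h room temperature. ATP formed read by Kinase-Glo luminescence; normalized to uninhibited and no-enzyme controls.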
KCNH2 3.1 block – KCNH2 3.1 (human) potassium channel inhibition; U2OS KCNH2 3.1, thallium flux FluxOr; hits give low values; activity change, % (tested at about 1.8 µM); actives 0.95% (n = 340,000);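 active means maximum activity change below -70%; inconclusive means maximum activity change from -70% to -50%; inactive means maximum activity change above -50%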;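 further: thallium influx rate constant from kinetic fluorescence after stimulation buffer; on the % scale 0 is the no-effect control and ±100 the full control effect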
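Virally transduced U2OS (3.1 isoform, 4 h infection in dark at RT) → overnight 37 C → FluxOr + Red40 in HBSS/HEPES, 45 min → stimulation buffer, 2 min kinetic read → rate constant vs DMSO controls.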
FBPA coupling cs – inhibits coupling enzyme system, counter-screen for aldolase hits; activity change, negative = inhibition, % at 58.2 µM, hits read low; actives 0.67% (n = 290,000); coupling enzyme system counterscreen, AmpLite Red fluorescence; AID 2472; in the data active means activity change below about -30%; further: on the % scale 0 is the no-effect control and ±100 the full control effect
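Counterscreen lacking aldolase: glyceraldehyde-3-phosphate coupling-enzyme reagent preincubated 10 min at RT with compound (at 57.5 uM final), then substrate/coupling system with AmpLite Red added; fluorescence read at 525/598 nm after 20 min RT.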
Menin-MLL TR inh – inhibitors of human menin-MLL interaction, mutant MLL peptide | O00255 | Menin + Texas Red MLL mutant peptide, fluorescence polarization | Potency, µM (titrated, usually from 61.6 µM), for the others: at the highest dose FP activity change, negative = inhibition, actives largely listed as inhibitors | actives 0.23% (n = 270,000); active means well fitted inhibition curve with a large enough effect in the polarisation, with a control signal flat, not every such curve was filed as active; inconclusive means small, poorly fitted or top-dose-only effect, or effect the other way, or a change in a side signal; inactive means no such curve, though single readings can be large or run the other way; the % refers to the polarisation; further: potency means the concentration at half of the fitted maximal effect; % of control where 0% means no effect; many of its hits are not listed in these tables
B2AR arrestin – recruits beta-arrestin to the human beta2-adrenergic receptor; P07550; beta-arrestin recruitment to beta2AR, cell-based reporter; Potency, µM (highest dose often 46.1 µM), for inactives: at the top dose activation, hits mostly activators; actives 0.02% (n = 330,000); AID 492947;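 further: potency means the concentration at half of the fitted maximal effect; 0% = DMSO controls and full agonism = EC100 isoproterenol or metaproterenol; nearly all actives have a fitted effect of over 65% in size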
Target sequence (P07550 whole entry, looked up): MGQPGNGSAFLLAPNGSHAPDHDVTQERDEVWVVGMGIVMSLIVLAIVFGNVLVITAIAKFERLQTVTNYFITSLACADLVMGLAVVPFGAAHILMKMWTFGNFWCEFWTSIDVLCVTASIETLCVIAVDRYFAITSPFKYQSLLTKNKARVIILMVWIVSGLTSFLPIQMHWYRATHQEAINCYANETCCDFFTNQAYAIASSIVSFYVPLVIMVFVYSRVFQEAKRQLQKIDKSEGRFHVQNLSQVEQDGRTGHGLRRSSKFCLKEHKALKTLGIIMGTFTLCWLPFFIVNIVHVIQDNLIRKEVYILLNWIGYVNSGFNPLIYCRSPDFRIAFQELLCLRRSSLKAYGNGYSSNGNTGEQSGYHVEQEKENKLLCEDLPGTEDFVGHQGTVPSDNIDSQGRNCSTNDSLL
Numbers without * were called inactive; i = inactive; u = inconclusive; x = not tested or not shown; ! = not active in a repeat; [ ] = another dose, or the depositor's remark. Unless noted, the call rests on the fitted dose curve; in most records, active means well fitted curve in the direction sought with a large enough effect; inconclusive means small, poorly fitted or top-dose-only effect, or another doubt; inactive means no such curve, though single readings can be large; an effect the other way counts as inactive or inconclusive. Some of the compounds tested. The share of hits here may be higher or lower than overall.

Each structure is followed by: KCNH2 3.1 block	B2AR arrestin	Menin-MLL TR inh	hERG WT inh	Giardia kill	USP2a inh	CXXC DNA block	PKM2 act	GALK inhibitor	TRPV1 ag	FBPA coupling cs
> CCOC(=O)c1cccc(-n2c(C)cc(C=O)c2C)c1
    0	-0.1%	1%	1	16	-2%	15%	-1%	3%	0	1
> O=C(NCc1ccc(Cl)cc1)c1cnccn1
    -8	-0.2%	7%	-3	-3	3%	12%	-7%	0%	8	x
> Cc1ccc(N=C2NC(=O)c3cc([N+](=O)[O-])ccc32)cc1
    -19	-0.9%	-2%	1	-3	2%	8%	7%	-2%	4	0
> CCOC(=O)c1[nH]c2cc3c(cc2c1NC(=O)CN1CC(C)CC(C)C1)OCO3 (stereo not given)
    4	0.3%	17%	18	31[activator]	3%	-4%	-2%	3%	u	0
> COc1cccc2c1C(=O)c1c(O)c3c(c(O)c1C2=O)C[C@@](O)(C(C)=O)C[C@@H]3O[C@H]1C[C@H](N)[C@H](O)[C@H](C)O1
    1	-0.7%	u	5	9	u	10µM*	-1%	x	6	-52*!
> CCOc1ccc(NS(=O)(=O)c2ccc(OCC(=O)N3CCCC3)cc2)cc1
    -8	-0.6%	9%	-27	2	0%	18%	-4%	-1%	1	1
> Brc1ccc(OCc2nc3ccccc3[nH]2)cc1
    7	0.3%	6%	-16	-4	-2%	45%[activator]	x	x	u	-12
> CCOc1ncccc1C(=O)Nc1ccc2c(c1)OCCO2
    -32	-0.6%	x	-3	-2	1%	x	x	x	x	x
> CCN1CCN(c2ccc(S(=O)(=O)N3CCOCC3)cc2NC(=O)CC(C)C)CC1
    3	0.3%	x	-2	-20	5%	x	x	x	0	x
> O=C(COC(=O)COc1cccc(Br)c1)NCc1ccc2c(c1)OCO2
    1	-0.5%	x	0	-1	2%	x	x	x	x	x
> N#Cc1ccccc1OCC(=O)OCC(=O)NC1CCCCC1
    8	-0.8%	x	-9	-1	1%	x	x	x	-2	x
> COc1cccc(Cl)c1NC(=O)N1CCN(c2cc(C)nc3ccccc23)CC1
    u	-0.4%	x	-2	11	1%	-2%	1%	x	1	3
> O=C(CCCN1CCOCC1)c1ccc2c(c1)OCCO2
    6	-0.2%	-6%	-4	13	-1%	13%	-3%	5%	0	2
> COc1ccc(Cl)cc1NC(=O)CN1CCc2ccccc2C1
    -19	9.4%	5%	-1	-8	1%	-1%	1%	3%	24	3
> O=C(Cc1cc(C(=O)O)c2ccccc2n1)Nc1ccccc1
    13	0.1%	u	i	11	-4%	7%	-12%	0%	2	4
> CCCC1=Nc2cc(C(=O)NCCN3CCCC3)ccc2Sc2ccccc21
    9	-0.1%	u	0	37[activator]	0%	2%	-10%[0.46 µM]	-1%	1	0
> Cc1ccc(N(C(=O)c2csnn2)C(C(=O)NC2CCCCC2)c2cccnc2)cc1C (stereo not given)
    2	-0.3%	-15%	-6	-4	1%	-1%	-1%	-3%	10	2
> COCc1cc(C)nc(Nc2ccc(C)cc2C)c1C#N
    2	-0.2%	-10%	-1	10	3%	10%	-4%	0%	9	2
> Nc1cc(=O)n(Cc2ccccc2)c(=O)n1-c1ccc(F)cc1
    1	-1.0%	x	1	-6	3%	10%	1%	0%	0	1
> Brc1ccc(Oc2ncc(CN3CCN(c4ccccc4)CC3)s2)cc1
    -16	-0.3%	-3%	0	18	12%	-12%	-4%	0%	-6	-4
> C=CCn1cnc2c(c1=O)c1nc3ccccc3nc1n2Cc1ccccc1
    x	0.0%	-5%	x	x	1%	-1%	-2%	-1%	-3	5
> CCOc1nc(N(C)C)nc(-n2nnc(C(C)=O)c2C)n1
    16	-0.1%	1%	-1	5	0%	-1%	0%	2%	-1	4
> COc1ccc(CC(=O)Nc2cccc(C(=O)Nc3ccccc3C(=O)O)c2)cc1OC
    10	-0.3%	54%[activator]	10	13	5%	-2%	-8%	-1%	-3	2
> O=C(CCc1nnc(C2(c3ccc(Cl)cc3)CCC2)o1)N1CCCC1
    8	-0.7%	-8%	1	6	0%	-6%	-2%	9%	9	0
> CC(C)c1cc2cc3ccc(=O)oc3cc2o1
    -7	0.3%	11%	-4	2	2%	14%	x	0%	u	1
> COc1cccc(N(C(=O)c2snc(C(N)=O)c2N)C(C(=O)NCC2CCCO2)c2cccs2)c1 (stereo not given)
    8	0.0%	u	-4	-20	1%	6%	6%	10%	2	1
> Cc1ccc(C)c(C(=O)CC2(O)C(=O)N(C)c3ccccc32)c1 (stereo not given)
    15	-0.1%	-7%	14	2	-6%	-19%	-21%	0%	19	2
> Cc1nn(C)c(C)c1S(=O)(=O)N1CCc2ccccc21
    14	-0.5%	-2%	-17	1	-2%	0%	30%	-1%	-3	-2
> COCCn1c(SCC(=O)NC2CC2)nnc1-c1ccco1
    -5	-0.1%	-1%	2	3	-1%	6%	0%	2%	-1	2
> O=C(CC1C(=O)NCCN1Cc1ccc(F)cc1)NCCOc1cccnc1 (stereo not given)
    23	-0.8%	-7%	-2	-22	-1%	-18%	-3%	2%	-4	-11
> Cc1ccccc1NC(=O)Cc1nc(COC(=O)c2ccc(NC(N)=O)cc2)cs1
    9	-0.5%	x	3	-15	0%	x	x	x	x	x
> CSc1ccccc1NC(=O)CN(C)CC(=O)NCc1ccccc1
    -1	-1.0%	-20%	-4	-3	2%	7%	-8%	0%	20	3
> COc1ccc(CNC(=O)C/C(C)=N/NC(=O)COc2ccc(Br)cc2)cc1
    -15	-0.2%	5%	i	-24	2%	-10%	-3%	-2%	6	11
> CCOc1cc(C2c3c(oc4ccccc4c3=O)C(=O)N2c2nccs2)ccc1O (stereo not given)
    4	0.9%	x	3	-21	2%	7%	-5%	-3%	4	0
> COc1ccc(C2NC(=O)c3ccccc3O2)c(OC)c1OC (stereo not given)
    -3	-0.5%	4%	4	-5	-2%	-21%	-8%	-3%	-4	-2
> Cc1ccc(C(=O)COC(=O)CCC(=O)NC2CCCCC2)cc1C
    6	0.0%	-4%	-11	2	2%	-1%	6%	-3%	3	1
> Cc1c(N=C2SC(CC(=O)Nc3ccccc3)C(=O)N2CCN2CCOCC2)c(=O)n(-c2ccccc2)n1C (stereo not given)
    25	0.2%	-5%	-7	-13	-1%	3%	-1%	16%	5	1
> CC(=O)CS(=O)(=O)c1ccc(Oc2ccc(S(=O)(=O)CC(C)=O)cc2)cc1
    -5	-0.2%	-8%	-18	-5	2%	-17%	21%	-3%	-3	0
> Cn1nc(CC(=O)NC2CCCCCC2)c2ccccc2c1=O
    8	-0.5%	1%[11.7 µM]	8	11	4%	-4%	0%	2%	x	0
> COc1ccc(C)cc1NC(=O)CSc1nc2ccccc2nc1N1CC(C)OC(C)C1 (stereo not given)
    -5	-0.1%	9%	-7	4	0%	x	0%	x	u	-3
> Cc1cc(-c2ccccc2)nc(Oc2cccc(C(F)(F)F)c2)c1S(C)(=O)=O
    -27	1.0%	8%	-8	-5	0%	-17%	1%	3%	3	1
> O=C(COC(=O)/C=C/c1cccc(Cl)c1Cl)Nc1ccc2[nH]c(=O)[nH]c2c1
    11	0.0%	x	-1	-6	0%	x	x	x	3	x
> CC1CCC(NC(=O)C2CCN(c3cnccn3)CC2)CC1 (stereo not given)
    8	-0.8%	5%	20	7	0%	5%	-6%	-2%	0	3
> COC(=O)c1cc(NC(=O)C(C)c2ccc(CC(C)C)cc2)ccc1O (stereo not given)
    8	-0.3%	19%	-9	1	0%	9%	0%	4%	u	1
> CCOC(=O)C1CCN(C(c2cccc(F)c2)c2sc3nc(C)nn3c2O)CC1 (stereo not given)
    3	-0.7%	-4%	4	-3	5%	-1%	4%	-4%	1	-1
> Cc1nc2ccccc2n1C1CC(=O)N(N(C)C)C1=O (stereo not given)
    18	0.1%	x	-8	7	-1%	-1%	4%	-2%	-2	1
> COc1cc(CCC(=O)Nc2nnc(C)s2)cc(OC)c1OC
    2	-1.2%	10%	6	-19	1%	7%	-5%	0%	3	5
> CC(=O)N1CCOc2ccc(S(=O)(=O)N3CCC(C(=O)Nc4ccc(C)c(C)c4)CC3)cc21
    1	0.2%	x	44	-3	1%	7%	x	-7%	1	x
> C=CC[C@H](CC(=O)NCCO)C(=O)N[C@@H](C)COC(=O)[C@@H](CC=C)CC(=O)OC(C)(C)C
    4	-0.1%	x	4	-1	8%	x	x	x	x	x
> NS(=O)(=O)c1cccc(NC(=O)CNC(=O)CC23CC4CC(CC(C4)C2)C3)c1
    -3	-0.2%	5%	-3	4	0%	9%	-1%	-1%	1	-2
